High-throughput results deposited in PubChem by The Scripps Research Institute Molecular Screening Center.
CHRM1 antagonist: antagonists of human M1 muscarinic receptor | P11229 | CHO-K1 hM1, Fluo-8 calcium fluorescence, ACh EC80 antagonist | inhibition, % at 3 µM | hit rate 1.3% among 360,000;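 active = percent inhibition above its own plate's cutoff, namely the mean of that plate's compound wells plus 3 SD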;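 note: peak over basal fluorescence ratio during 140 s after agonist addition; 0% = ACh EC80 plus DMSO and 100% = DMSO alone without agonist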
Target sequence (P11229 whole entry, looked up): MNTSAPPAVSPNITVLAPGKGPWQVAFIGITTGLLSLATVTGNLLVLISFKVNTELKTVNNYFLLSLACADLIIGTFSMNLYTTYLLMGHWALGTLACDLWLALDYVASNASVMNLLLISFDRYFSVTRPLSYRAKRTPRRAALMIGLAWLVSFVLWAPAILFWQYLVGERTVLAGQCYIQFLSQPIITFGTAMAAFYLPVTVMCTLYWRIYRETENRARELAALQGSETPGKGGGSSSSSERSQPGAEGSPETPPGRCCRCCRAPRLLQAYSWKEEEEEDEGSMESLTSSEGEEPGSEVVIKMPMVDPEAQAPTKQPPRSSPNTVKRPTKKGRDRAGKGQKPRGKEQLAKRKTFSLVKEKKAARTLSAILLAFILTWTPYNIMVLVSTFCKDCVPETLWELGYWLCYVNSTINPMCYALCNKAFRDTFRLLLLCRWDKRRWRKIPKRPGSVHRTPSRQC
M1 PAM: human CHRM1 positive allosteric modulation. CHO-K1 hM1, Fluo-8 calcium fluorescence, ACh EC20; 0% = ACh EC20, 100% = maximal ACh. activation, % at 3 µM. AID 588819. hit rate 0.088% among 360,000. P11229; in the data active = activation above about 19%, passing the limit was not always enough
CHO-K1 Ca ag: nonselective activator or artifact in parental CHO-K1 cells. Fluo-8 calcium fluorescence; scaled to maximal ATP response, vehicle zero. activation, % at 3 µM. hit rate 0.48% among 360,000. AID 602248; in the data active = activation above about 15%;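 note: untransfected CHO-K1 host cells lacking M1 receptor as counterscreen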
TAAR1 antag: human TAAR1 antagonism; Q96RJ0; CHO RD-HGA16 TAAR1, Fluo-8 calcium fluorescence, antagonist; inhibition, % at 3 µM; hit rate 1.5% among 360,000;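 active = inhibition above a per-plate cutoff, the mean inhibition of test compounds on that plate plus 3 SD, cut at about 49% in these data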;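 note: 0% = DMSO plus EC80 beta-PEA response and 100% = DMSO alone without agonist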
Target sequence (Q96RJ0 whole entry, looked up): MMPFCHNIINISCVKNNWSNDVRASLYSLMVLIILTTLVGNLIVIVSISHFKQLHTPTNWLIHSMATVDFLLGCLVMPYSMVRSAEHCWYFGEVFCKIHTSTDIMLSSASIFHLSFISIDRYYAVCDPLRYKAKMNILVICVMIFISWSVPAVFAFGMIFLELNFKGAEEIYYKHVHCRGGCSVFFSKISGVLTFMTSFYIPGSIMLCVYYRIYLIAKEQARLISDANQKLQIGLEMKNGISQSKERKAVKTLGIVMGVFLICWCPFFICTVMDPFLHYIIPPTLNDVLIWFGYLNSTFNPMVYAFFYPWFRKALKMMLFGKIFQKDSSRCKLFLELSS
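Material: RD-HGA16 CHO cells with stable hTAAR1 and Gα16; Dosing: single nominal final test compound concentration of 3 µM; Schedule: seeding 17-24 h prior, 75-min 37 °C, 30-min RT dye loading; Detection: kinetic Fluo-8 calcium fluorescence measurement; Measure: % inhibition from peak post-agonist over basal fluorescence ratio; Benchmarks: vehicle and agonist controls.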
CHO-K1 Ca antag: M1 antagonist counterscreen hit in parental CHO-K1 cells | ATP-induced calcium, Fluo-8 fluorescence | AID 602250 | hit rate 0.6% among 360,000 | inhibition, % at 3 µM;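 active = inhibition above a per-plate cutoff, the plate's mean sample inhibition plus 3 SD, cut at about 24% in these data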;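 note: 0% = DMSO plus EC80 ATP and 100% = DMSO alone without ATP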
CHRM1 agonist: human M1 muscarinic receptor agonism; P11229; hit rate 0.33% among 360,000; activation, % at 3 µM; CHO-K1 hM1, Fluo-8 calcium fluorescence, agonist mode; 0% DMSO, 100% acetylcholine EC100;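 active = activation above the run's mean compound activation plus 3 SD, cut at about 16% in these data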;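 note: peak over basal fluorescence ratio within a 140 s kinetic read after compound addition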
TAAR1 ag: agonists of human TAAR1. CHO RD-HGA16 TAAR1, Fluo-8 calcium fluorescence; vehicle wells 0%, saturating PEA agonist 100%. hit rate 0.99% among 360,000. activation, % at 3 µM. Q96RJ0;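 active = activation above the mean activation of all test compounds in the run plus 3 SD, cut at about 38% in these data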
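Test system: RD-HGA16 (CHO) cells co-expressing Gα16 and hTAAR1; dosing: one-point dosing at 3 µM (nominal); timing: 17-24 h seeding, 75 min 37 °C dye, 30 min RT; signal: kinetic Fluo-8 calcium fluorescence; read-out basis: % activation relative to PEA EC100 response; controls: DMSO and PEA EC100; replicates: n 1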
CHO parental Ca: signal in parental CHO cells, OX1R antagonist counter-screen. inhibition, % at 5.6 µM. parental CHO-K1, ATP-induced calcium, Fluo-8 fluorescence. hit rate 0.63% among 330,000;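 active = inhibition above that plate's mean sample inhibition plus 3 SD, cut at about 26% in these data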;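 note: 0% = ATP-challenged DMSO wells and 100% = DMSO wells without ATP; some compounds past the cut are filed as inactive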
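Material – parental CHO cells · Reagent – ATP stimulus · Compound – single nominal dose of 5.6 µM per compound · Detection – Fluo-8 fluorescence · Read-out basis – percent inhibition of calcium signal · Controls – ATP-challenged DMSO wells low, unchallenged DMSO wells high · Repeats – no replicates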
CHO-K1 Ca PAM: nonselective activator or artifact in parental CHO-K1 calcium assay; ATP EC20, Fluo-8 calcium fluorescence; 0% at ATP EC20, 100% at ATP max; activation, % at 3 µM; hit rate 0.02% among 360,000;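 active = activation above the run cutoff, the mean activation of all test compounds plus 3 SD, cut at about 40% in these data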;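 note: peak over basal fluorescence ratio in a 140 s read after ATP addition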
Active calls of the source: *; · = no result given.

Each structure is followed by: CHRM1 agonist	CHO-K1 Ca antag	TAAR1 antag	M1 PAM	CHO parental Ca	CHO-K1 Ca ag	CHRM1 antagonist	CHO-K1 Ca PAM	TAAR1 ag
1: C/C(=N\NC(=O)c1ccc(Cl)c(S(=O)(=O)Nc2ccccc2Cl)c1)c1ccncc1
    -7	-6	18	-1	-14	0.2	-1	-1	-4
2: CCc1cccc(NC(=O)c2ccc(Cn3nc(C)cc3C)o2)c1
    -9	24*	-25	8	-14	-0.2	-12	-12	4
3: COCCNc1cc(-c2ccccc2)nc2cc(-c3cccc(F)c3)nn12
    -5	-4	29	9	-28	-0.1	-15	5	5
4: Cc1cc(C)cc(-n2c(C)cc(/C=N/NC(=O)CN(c3c(C)cccc3C)S(C)(=O)=O)c2C)c1
    -6	-1	12	-7	-17	-0.5	7	11	4
5: CC1CCCN(CC(O)COc2ccc(Cl)cc2)C1 (stereo not given)
    -10	10	-9	-3	-20	0.3	-16	2	9
6: Cc1ccc(NC(=O)c2c(-c3c(F)cccc3Cl)noc2C)cc1F
    -3	16	-12	3	-15	0.5	0	0	2
7: C=CCn1c(SCC(=O)N2CCOCC2)nc2c([nH]c3ccccc32)c1=O
    -4	2	-9	-2	-7	2.3	4	-7	4
8: C/C(=N\NC(=O)c1ccc(O)cc1)c1ccc(N2CCOCC2)cc1
    -6	-11	19	1	-12	0.2	2	0	2
9: CCC1(C(=O)OC)CCc2c(cc(OC)c3ccccc23)C1=O (stereo not given)
    -5	-14	·	1	-33	-0.4	-4	4	·
10: COC(=O)Cc1ccc(NC(=S)N2CCN(C)CC2)cc1
    -6	6	-8	8	-12	0.3	-9	14	1
11: COc1ccc(C(=O)N/N=C(\C)c2ccccn2)cc1OC
    6	11	-5	8	-13	0.2	-1	8	13
12: O=C(CCCc1ccccc1)NCCS(=O)(=O)N1CCN(c2ccc(F)cc2)CC1
    -1	-2	-3	2	-14	2.2	5	-20	4
13: C=CCN1C(=O)C2(C(C(=O)c3ccc(C)o3)=C(O)C(=O)N2CCCN2CCOCC2)c2ccccc21 (stereo not given)
    -4	-2	-5	3	-2	-0.2	-7	19	11
14: Cc1cccc(-n2ncc3c(N(C)Cc4ccccc4)ncnc32)c1
    -5	-11	4	-13	-12	1.1	26	17	-1
15: Cc1ccc(OCc2nnc(SCC(=O)Nc3ccc4c(c3)OCO4)n2C)cc1
    -7	-5	5	8	-30	0.5	-10	19	11
16: CCOc1ccc(CN2CCNC(=O)C2CC(=O)NCc2ccccn2)cc1 (stereo not given)
    -8	4	4	6	-10	5.1	-1	14	5
17: CC(C)(C)c1ccccc1NC(=S)NC1CCCCC1
    -9	4	2	-13	-12	-0.7	18	-4	-4
18: COC(=O)C1Cc2ccccc2CN1S(=O)(=O)c1ccc(C)cc1 (stereo not given)
    -10	-5	5	6	-16	0.1	-12	8	-1
19: COc1cc(CN(C)C(=O)C2CCN(S(=O)(=O)c3cccs3)CC2)ccc1OC(F)F
    -1	-18	2	10	·	5.2	-8	12	2
20: Cc1nc(SCc2nc3ccc(C(=O)c4ccccc4)cc3[nH]2)c2oc3ccccc3c2n1
    -4	-26	25	-13	-18	0.6	7	26	10
21: Clc1ccc(CNc2nc(N3CCOCC3)nc(N3CCOCC3)n2)cc1
    -5	-6	-16	4	-36	-0.7	-19	10	9
22: O=C(CC1CCCCC1)NCc1ccccc1
    -4	-6	-3	7	-4	0.2	-15	10	2
23: CC(C)C(C(=O)NCc1ccco1)N(C(=O)CNS(=O)(=O)c1ccccc1)c1ccccc1 (stereo not given)
    -7	-11	-8	1	-44	1.5	-5	18	-1
24: O=C(CN1C(=O)NC2(CCc3ccccc32)C1=O)Nc1ccccc1Cl (stereo not given)
    1	-14	7	10	-18	0.3	-4	-1	18
25: Cc1cc(OCC(=O)C(C)(C)C)c2c(C)c(C)c(=O)oc2c1
    -3	4	-14	11	14	-0.4	-18	9	-2
26: CCOCN(C(=O)Cn1c(CO)nc2ccccc21)c1c(C)cccc1CC
    -6	-7	11	11	-19	1.1	-8	17	4
27: Cc1cc(C)nc(Nc2nc(C(N)CCc3ccccc3)cs2)n1 (stereo not given)
    7	-12	-5	0	·	4.0	-4	20	23
28: CC(C)(C)c1nnc2cccc(Cl)n12
    -3	-10	4	10	-25	0.5	-8	17	1
29: Cc1ccccc1NS(=O)(=O)c1cc(S(C)(=O)=O)ccc1Cl
    -5	0	-27	3	-3	1.4	-3	16	4
30: CCN(CC)S(=O)(=O)c1ccc(NN=c2c(=O)c3ccccc3c2=O)cc1
    -1	-2	-21	11	-8	-0.4	-12	-2	3

Complete entries from above. Order of values: CHRM1 agonist	CHO-K1 Ca antag	TAAR1 antag	M1 PAM	CHO parental Ca	CHO-K1 Ca ag	CHRM1 antagonist	CHO-K1 Ca PAM	TAAR1 ag
`CC(C)(C)c1nnc2cccc(Cl)n12` is listed as -3	-10	4	10	-25	0.5	-8	17	1
`COCCNc1cc(-c2ccccc2)nc2cc(-c3cccc(F)c3)nn12` is listed as -5	-4	29	9	-28	-0.1	-15	5	5

Going on with the list:
Each structure is followed by: CHRM1 agonist	CHO-K1 Ca antag	TAAR1 antag	M1 PAM	CHO parental Ca	CHO-K1 Ca ag	CHRM1 antagonist	CHO-K1 Ca PAM	TAAR1 ag
31: Cc1cc(C)c(C#N)c(SCC(=O)N(CCC#N)c2ccc3c(c2)OCCO3)n1
    -6	-4	-11	9	·	0.9	-13	17	2
32: COc1ccc(CCN2C(=O)CC(NNC(=O)c3cccc(O)c3)C2=O)cc1 (stereo not given)
    1	17	-14	8	-1	0.3	-7	-8	1
33: O=C(C1CCN(S(=O)(=O)c2ccc(Br)cc2)CC1)N1CCOCC1
    -1	-4	-9	3	-7	0.6	-7	-1	0
34: O=C(Nc1ccccc1)N(Cc1cccnc1)Cc1ccco1
    -9	-3	1	-1	-8	0.2	2	11	2
35: CCOC(=O)c1ccc(-n2c(C)nc3ccc(Br)cc3c2=O)cc1
    -7	-16	1	-8	-30	1.2	3	11	4
36: COc1ccc(C(=O)NCC(=O)OCC(=O)N2CCN(S(=O)(=O)c3ccccc3)CC2)cc1
    -2	9	-11	5	-5	-0.1	-1	-8	2
37: CSC1=C(C#N)C(=O)NC(c2ccc(Cl)cc2)S1 (stereo not given)
    -2	17	-12	4	-1	-1.1	4	1	2
38: N#CCSc1nnc(SCC#N)s1
    -3	-13	-15	4	0	0.2	-9	19	1
39: COC(=O)C1=C(C)NC2=C(C(=O)CCC2)C1c1cccc(C)n1 (stereo not given)
    -3	-8	-6	-6	-5	0.3	5	7	1
40: CC(C)CC1NC(=O)N(CC(=O)N2c3ccccc3NC(=O)C2(C)C)C1=O (stereo not given)
    -2	-20	-2	3	-24	0.4	-6	14	2
41: O=C(c1ccc(F)cc1)N(NC(=O)C(O)(c1ccccc1)c1ccccc1)c1ccccc1
    -7	-12	1	-4	-15	1.7	10	-3	5
42: COc1cc(CN2CCC(CO)(CCOc3ccccc3)CC2)cc(OC)c1
    -5	4	1	10	-19	0.9	-14	-4	5
43: COc1ccc(CC(=O)O/N=C(\N)c2ccncc2)cc1
    1	14	-13	-10	-1	5.7	14	-10	2
44: NC1=NC2(CCCCCC2)n2c(nc3ccccc32)N1
    -6	-6	-1	-1	-5	0.7	0	5	5
45: Cc1ccc(-n2nc3c(N4CCC(C(=O)N5CCC(C(N)=O)CC5)CC4)nnc(C)c3c2C)cc1
    -5	-9	-3	9	-13	1.0	-12	7	1
46: COc1ccc(C2C(C#N)=C(N)N(c3cccnc3)C3=C2C(=O)CC(C)(C)C3)cc1OC (stereo not given)
    -4	-6	-18	2	-7	-0.3	-3	4	1
47: CN(C)c1ccc(NC(=O)c2cccc(N3C(=O)CCC3=O)c2)cc1
    -1	-6	8	-9	1	-0.5	1	2	5
48: Cc1cc2cc(CN(CCCN3CCOCC3)C(=O)NC3CCCCC3)c(=O)[nH]c2cc1C
    -5	1	13	-1	-6	0.5	4	1	2
49: Cn1nc(C(=O)OCC(=O)Nc2cc(Cl)ccc2C#N)c2ccccc2c1=O
    0	-11	8	2	-8	1.6	1	15	2
50: CC(C)c1ccc(CNc2ccc([N+](=O)[O-])cn2)cc1
    -6	17	48	-8	18	1.1	15	-11	8
51: O=C(NCCCn1ccnc1)/C(=C/c1cccnc1)NC(=O)c1ccco1
    -3	1	-10	10	-5	1.5	-10	6	2
52: CNC(=O)CCCCCNS(=O)(=O)c1ccc(C)cc1
    -1	-9	-4	10	-15	0.2	-35	3	5
53: NC(=O)C1CCN(c2ccnc3cc(Cl)ccc23)CC1
    -2	-14	5	16	-10	0.1	-20	3	0
54: O=C(NCCC1=CCCCC1)C1CCN(S(=O)(=O)c2cccc3cccnc23)CC1
    -1	-5	13	1	-1	3.4	-7	14	6
55: O=C(NCC1CCCO1)/C(=C/c1ccccc1F)NC(=O)c1ccccc1 (stereo not given)
    2	-3	-2	13	-9	0.8	-8	-4	3
56: O=C(NCc1ccccc1)NC1CCCCC1
    -2	-17	2	13	1	0.5	-18	16	0
57: COc1cccc(CN2CCNC(=O)C2CC(=O)N(C)CCC2CCOCC2)c1 (stereo not given)
    -2	1	3	5	-5	4.5	-3	-4	1
58: Cc1ccccc1S(=O)(=O)Cc1ccc(C(=O)N(C)C2CCCCC2)o1
    -2	0	-21	-1	-19	2.5	-1	-9	7
